STAT1 inh = STAT1 signaling inhibitors, primary screen, cell-based, HTS, luciferase reporter; inhibition, % at 5.5 µM; NIH 3T3 STAT1-luciferase reporter, IFN-gamma, luminescence; 200,000 tested, 0.35% active; AID 920, 2007;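 active = inhibition above a set limit, the mean inhibition across all tested compounds plus 3 SD, cut at about 34% in these data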;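 note: 0% = IFN-gamma with DMSO and 100% = IFN-gamma with 300 µM nifuroxazide; values of inactives mirror those of a sister screen read the other way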
Diaph inh CS = diaphorase inhibitors and chemical oxidizers, primary screen, counter-screen for diaphorase-coupled primary assays, biochemical, uHTS, resorufin fluorescence. diaphorase resazurin-to-resorufin fluorescence, NADH, 16 min; bacterial (C. kluyveri) enzyme, not human. inhibition, % at 20 µM. 190,000 tested, 0.69% active. AID 1217, 2008;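 active = primary screen inhibition at 20 µM above a set limit, cut at about 50% in these data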;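 note: plate controls were DMSO with full reaction for no effect and wells lacking NADH for full effect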
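Assay system – diaphorase enzyme from Clostridium kluyveri · Amount – diaphorase 0.14 U/mL (working solution) · Times – reaction incubation of 16 min at room temperature · Controls – No-NADH positive control and DMSO neutral control · Signal – resorufin fluorescence 544/590 nm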
G6PDH CS = L. mesenteroides G6PDH inhibitors, counter-screen for G6PDH-coupled screening assays, biochemical, Leuconostoc mesenteroides enzyme. 200,000 tested, 0.12% active. Purified L. mesenteroides G6PDH, diaphorase/resazurin coupled fluorescence, 45 min. inhibition, % at 5 µM; in the data active = inhibition above about 50%
APP transl inh = inhibitors of APP translation via 5'UTR reporter, primary screen, APP 5'UTR luciferase, SH-SY5Y cells | SH-SY5Y APP 5'UTR-luciferase reporter, luminescence | inhibition, % at 2 µM | 190,000 tested, 0.82% active | AID 1285, 2008;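 active = inhibition above a set limit, derived from the sample mean plus 3 SD, cut at about 45% in these data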; note: values of inactives mirror those of a sister screen read the other way
Diaphorase act = compounds boosting diaphorase resazurin reduction – biochemical, uHTS, resorufin fluorescence, counter-screen for diaphorase-coupled primary assays, primary screen; activation factor at 20 µM; AID 1229, 2008; 190,000 tested, 0.005% active; Diaphorase/resazurin coupled assay, 16 min; hits give high values; 1 = vehicle wells, 0 = NADH-free wells;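 active = diaphorase activity raised at least twofold by the compound at 20 µM; inactive = activation factor below 2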
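Material: purified diaphorase enzyme from Clostridium kluyveri; Also added: 0.114 mM NADH and 0.1 mM resazurin, final amounts; Doses: single compound dose of 20 µM, 1% DMSO final; Times: 16 min enzyme reaction, ambient temperature; Detection: resorufin fluorescence, excitation 544 nm, emission 590 nm; Measure: increased resorufin signal from activators or reducing compounds.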
TLR4-MyD88 BLA = inhibitors of TLR4-MyD88 association in cells, primary screen, cell-based, HeLa CL3-4, BLA complementation, FRET ratio; Toll-like receptor 4 (Homo sapiens) + Myeloid differentiation primary response protein …; HeLa CL3-4 TLR4/MyD88 BLA complementation; inhibition, % at 8.4 µM; 200,000 tested, 0.18% active; in the data active = inhibition above about 25%;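 note: 0% = vehicle and 100% = reference inhibitor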
STAT3 activator = IL-6 driven STAT3 reporter potentiators, primary screen, U3A cells, luciferase, luminescence, MLSCN library | AID 871, 2007 | 190,000 tested, 0.91% active | activation (% of control), % at 5.6 µM | IL-6 STAT3-luciferase reporter; 100% = signal with IL-6 EC80 alone;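 active = activation above the screen-wide mean of compound activation plus 3 SD, cut at about 130% in these data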;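 note: 0% = background luminescence of wells with medium and substrate only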
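Material: STAT1-lacking human U3A cells, STAT3 luciferase reporter | Benchmarks: IL-6-only wells as 100% reference | Probe or stimulus: IL-6 (33 ng/mL) | Timing: Compound 1 h, then IL-6 6 h at 37 °C | Detection: Luminescence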
Hsp70 activator = Hsp70 transcriptional activators, primary screen, cell-based, HeLa, Hsp70 promoter luciferase, luminescence, 10 µM. HeLa Hsp70 promoter luciferase reporter; scaled: vehicle 0, proteasome-inhibitor control 100%. AID 1203, 2008. activation, % at 10 µM. 200,000 tested, 0.04% active;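 active = activation above the mean across all tested compounds plus 3 SD, cutoff set per campaign, cut at about 5.5% in these data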;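 note: 100% = MG132 at 30 µM as the positive control and 0% = DMSO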
STAT3 blocker = IL-6 driven STAT3 reporter inhibitors, primary screen, U3A cells, luciferase, luminescence, MLSCN library. IL-6 STAT3-luciferase reporter; host cell line lacks STAT1. inhibition, % at 5.5 µM. 190,000 tested, 0.89% active;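 active = inhibition above the mean inhibition across all screened compounds plus 3 SD, cut at about 44% in these data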;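 note: 0% = DMSO only wells and 100% = 100 µM nifuroxazide control wells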
STAT1 act = STAT1 signaling activators, primary screen, cell-based, HTS, luciferase reporter. NIH 3T3 STAT1-luciferase reporter, IFN-gamma, luminescence; 100% = IFN-gamma alone, no compound. activation (% of control), % at 5.5 µM. 200,000 tested, 2.6% active;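 active = activation above the screen-wide mean activation plus 3 SD, cut at about 130% in these data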;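 note: raw ratio to IFN-gamma control signal so 100% means no change and 0% no light; values of inactives mirror those of a sister screen read the other way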
An asterisk follows results filed as active; x = not tested or not shown.

SMILES	STAT1 inh	Diaph inh CS	G6PDH CS	APP transl inh	Diaphorase act	TLR4-MyD88 BLA	STAT3 activator	Hsp70 activator	STAT3 blocker	STAT1 act
OCCCNC(=S)Nc1ccc2nccnc2c1	-3	35	29	3	0.7	-2	97	-0.3	9	101
COc1ccc(NC(=O)NCc2ccncc2)cc1	3	9	3	-14	0.9	1	101	-0.1	3	98
COc1ccc(S(=O)(=O)CCC(=O)N2CCN(c3ccc(F)cc3)CC2)cc1	10	16	10	-14	0.8	1	100	0.0	11	90
O=C(NCc1ccc(F)cc1)C1CCCN(c2nc3ccsc3c(=O)s2)C1 (configuration not stated)	-10	8	-10	2	0.9	-17	111	-0.4	-13	107
CC(=O)c1ccc(N2CCN(C(=O)c3n[nH]c4ccccc34)CC2)cc1	6	-5	3	-7	1.1	-11	97	-0.1	11	94
O=C(O)CCCCCN1C(=O)C(=O)/C(=C(/O)c2ccccc2)C1c1ccccc1 (configuration not stated)	-3	25	2	3	0.7	10	99	-0.3	7	102
CCn1c(CNc2ccc(F)cc2)nnc1SCC(=O)Nc1ccc(OC)cc1	4	5	1	7	0.9	-1	100	-0.4	1	96
CC(=O)N(CCCCl)C(C#N)c1ccccc1 (configuration not stated)	-5	4	3	15	1	-2	95	-0.2	3	107
CCOc1ncccc1C(=O)OCC(=O)Nc1cc(S(=O)(=O)N(CC)CC)ccc1C	1	-2	-3	-6	1	2	101	0.2	1	97
COC(=O)Nc1ccc(S(=O)(=O)N2CCC(C(=O)N(C)C3CCCCC3)CC2)cc1	5	5	5	7	0.9	-10	99	-0.2	7	97
CCCCOc1ccc(S(=O)(=O)Nc2cc(OC)ccc2OC)cc1	17	26	1	4	0.7	-9	82	-0.2	25	84
O=C(CCC(=O)N(CC(=O)NC1CCCCC1)Cc1ccccc1)Nc1ccccn1	-1	3	3	-9	1	-2	109	0.1	-3	99
Cc1cc(C)c(S(C)(=O)=O)c(S(=O)c2ccc(Cl)cc2)n1 (configuration not stated)	4	11	-1	-17	0.9	4	96	-0.2	14	100
COC(=O)c1cc(S(=O)(=O)N2CCOCC2)c(Cl)cc1N1CCOCC1	-5	3	-2	4	1	10	103	-0.3	-3	105
Cc1ccc(Oc2ccccc2/C=C2\SC(=O)N(C)C2=O)cc1	-4	9	3	2	0.9	-7	101	0.2	9	103
CC(=O)Nc1nnc(CCN2CCCCC2)s1	-9	6	9	-6	0.9	0	103	0.2	2	108
c1cc(Nc2ncnc3sccc23)cc(-c2nnc3n2CCCCC3)c1	9	7	2	-18	0.9	-8	96	-0.2	10	92
CC(=O)c1cc2c(cc1NC(=O)c1ccc(C)cc1)OCO2	-6	10	2	-14	0.9	-6	117	-0.1	-20	106
CCOC(=O)c1sc(NC(=O)CCN2C(=O)c3cccc([N+](=O)[O-])c3C2=O)c(C(=O)OCC)c1C	-1	14	-48	-2	0.9	7	98	0.1	11	103
CCN(CC)c1ccc(NC(=O)CCCCCN2C(=O)c3ccccc3C2=O)cc1	-8	13	-5	5	0.9	-3	92	0.0	13	107
Cc1ccc2nc(SCc3nc4cc(Cl)ccc4c(=O)[nH]3)[nH]c2c1	3	7	-2	-12	0.9	-5	112	-0.2	-6	96
COc1ccccc1CNC(=O)CSc1nc(-c2ccccc2)cn1N	10	-4	1	-11	1	10	102	-0.1	0	91
COc1ccc(NC(=O)CCC(=O)NCCO)cc1	0	x	9	-13	x	11	98	0.5	9	100
COc1ccc(OC)c(CN2CCC(CO)(CCOc3ccccc3)CC2)c1	-4	11	8	10	0.9	4	101	-0.2	3	102
CCOC(=O)c1c(C)[nH]c2cc(Br)c(OC)cc12	-5	-13	14	18	1.1	-5	98	0.0	6	104
CN(C)c1nc2n(c(=O)n1)C(C#N)CS2 (configuration not stated)	3	-2	9	-14	1	-17	96	0.2	8	97
Brc1ccc(-c2nnc3n2CCCCC3)cc1	6	-5	12	2	1	-7	106	-0.4	0	95
O=C(Nc1nc2c(s1)CCCC2)c1cc(-c2ccc3c(c2)OCO3)nc2ccccc12	6	12	-12	-43	0.9	7	99	-0.5	6	95
CC1(C)Cc2cccc(OCC(=O)Nc3cc(C(F)(F)F)ccc3N3CCOCC3)c2O1	1	12	13	12	0.9	-10	107	0.0	-9	100
COc1ccc(C(C)=O)cc1COC(=O)c1ccc(S(=O)(=O)N2CCOCC2)cc1	-8	18	4	-16	0.8	2	101	0.7	5	106
Cc1nc(C)c(C(=O)N/N=C/c2ccco2)s1	1	-6	2	27	1.1	12	111	0.0	-4	98
COc1ccc(NC(NC(=O)c2cccnc2)C(Cl)(Cl)Cl)cc1 (configuration not stated)	2	17	5	-13	0.8	-14	99	-0.3	3	98
O=C(CN(c1ccc(F)cc1)S(=O)(=O)c1ccc2c(c1)OCCO2)N1CCOCC1	0	12	-15	4	0.9	10	90	-0.2	12	101
Cc1cccc(OCC(=O)OC2CCN(C)CC2)c1	2	1	9	-8	1	12	104	-0.1	-2	95
Cc1cccc(OC(C)C(=O)NCc2ccc(S(N)(=O)=O)cc2)c1 (configuration not stated)	4	16	3	17	0.8	-9	105	-0.2	-5	97
Cc1ccc(NC(=O)CSc2ccc(C(N)=O)cc2[N+](=O)[O-])cc1C	-7	2	0	-23	1	-22	95	-0.1	11	104
CCOc1cccc(-c2nn3c(-c4ccccn4)nnc3s2)c1	-8	2	19	-20	1	9	89	-0.4	18	108
O=C(OCCN1CCOCC1)c1ccc2c(c1)OCCO2	-20	4	-3	-20	1	-17	105	-0.5	-6	120
Cc1ccc(S(=O)(=O)n2ccnc2)cc1C	x	15	-3	0	0.8	x	x	x	x	x
CCC(CC)C(=O)Nc1cc(Cl)ccc1C	5	1	4	-4	1	-1	97	0.1	8	93

Shown in CSV form: part of the list above.
compound,STAT1 inh,Diaph inh CS,G6PDH CS,APP transl inh,Diaphorase act,TLR4-MyD88 BLA,STAT3 activator,Hsp70 activator,STAT3 blocker,STAT1 act
COc1ccc(OC)c(CN2CCC(CO)(CCOc3ccccc3)CC2)c1,-4,11,8,10,0.9,4,101,-0.2,3,102
CCOC(=O)c1c(C)[nH]c2cc(Br)c(OC)cc12,-5,-13,14,18,1.1,-5,98,0.0,6,104
CN(C)c1nc2n(c(=O)n1)C(C#N)CS2 (configuration not stated),3,-2,9,-14,1,-17,96,0.2,8,97
Brc1ccc(-c2nnc3n2CCCCC3)cc1,6,-5,12,2,1,-7,106,-0.4,0,95
O=C(Nc1nc2c(s1)CCCC2)c1cc(-c2ccc3c(c2)OCO3)nc2ccccc12,6,12,-12,-43,0.9,7,99,-0.5,6,95
CC1(C)Cc2cccc(OCC(=O)Nc3cc(C(F)(F)F)ccc3N3CCOCC3)c2O1,1,12,13,12,0.9,-10,107,0.0,-9,100
COc1ccc(C(C)=O)cc1COC(=O)c1ccc(S(=O)(=O)N2CCOCC2)cc1,-8,18,4,-16,0.8,2,101,0.7,5,106
Cc1nc(C)c(C(=O)N/N=C/c2ccco2)s1,1,-6,2,27,1.1,12,111,0.0,-4,98
COc1ccc(NC(NC(=O)c2cccnc2)C(Cl)(Cl)Cl)cc1 (configuration not stated),2,17,5,-13,0.8,-14,99,-0.3,3,98
O=C(CN(c1ccc(F)cc1)S(=O)(=O)c1ccc2c(c1)OCCO2)N1CCOCC1,0,12,-15,4,0.9,10,90,-0.2,12,101
Cc1cccc(OCC(=O)OC2CCN(C)CC2)c1,2,1,9,-8,1,12,104,-0.1,-2,95
Cc1cccc(OC(C)C(=O)NCc2ccc(S(N)(=O)=O)cc2)c1 (configuration not stated),4,16,3,17,0.8,-9,105,-0.2,-5,97
Cc1ccc(NC(=O)CSc2ccc(C(N)=O)cc2[N+](=O)[O-])cc1C,-7,2,0,-23,1,-22,95,-0.1,11,104
CCOc1cccc(-c2nn3c(-c4ccccn4)nnc3s2)c1,-8,2,19,-20,1,9,89,-0.4,18,108
O=C(OCCN1CCOCC1)c1ccc2c(c1)OCCO2,-20,4,-3,-20,1,-17,105,-0.5,-6,120

(list continues)
SMILES	STAT1 inh	Diaph inh CS	G6PDH CS	APP transl inh	Diaphorase act	TLR4-MyD88 BLA	STAT3 activator	Hsp70 activator	STAT3 blocker	STAT1 act
COC(=O)c1ccccc1NC(=O)CN(Cc1ccc(Cl)cc1)S(C)(=O)=O	1	7	-2	1	0.9	-14	103	-0.4	3	99
Cn1c(SCC(=O)NC2CCCCC2)nnc1-c1ccc(N)cc1	-2	16	17	-24	0.8	-5	99	-0.1	4	101
COc1cc(C(=O)Oc2cccc(C=O)c2)cc(OC)c1OC	-1	-3	7	0	1	-3	98	0.0	5	101
Cc1cc(C)c(NC(=O)CSc2nc3ccc(N4C(=O)c5ccccc5C4=O)cc3s2)c(C)c1	-1	7	12	-10	0.9	8	105	0.2	6	100
Cc1cc(NC(=O)CSc2ccc3nnc(-c4cccs4)n3n2)no1	-2	8	2	12	0.9	-4	99	0.1	10	102
O=C1CCCN1CN(C(=O)c1ccc2c(c1)OCO2)c1ccc(F)cc1	6	-15	5	6	1.2	-6	100	-0.1	5	94
O=C1c2ccccc2C(=O)N1CCc1nn[nH]n1	-5	7	-16	2	0.9	-8	100	0.1	5	104
CC(C)NC(=O)CC1C(=O)N(Cc2ccccc2)C(C)c2nc3ccccc3n21 (configuration not stated)	4	6	-1	-6	0.9	-3	96	-0.4	10	94
CN(C)CCCNc1c2c(nc3cc(-c4cccc(F)c4)nn13)CCC2	4	6	5	-23	0.9	-14	100	-0.5	5	94
C=CCc1ccc(OCCOc2ccc(/C=N/n3cnnc3)cc2OCC)c(OC)c1	2	4	4	x	1	-3	106	-0.1	-7	97
